# Assay outcomes (PubChem)
# eIF2B yeast act: eIF2B (yeast) activity modulation. S. cerevisiae eIF2B-epsilon R284H, GCN4-lacZ luminescence. inhibition, % at 25 µM (by protocol). 27,000 tested, 0.91% active;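 active means mutant luminescence inhibited past about 50% while wild type luminescence and mutant growth stay under set limits, limit read from the data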; further: some compounds called inactive have numbers as strong as hits
#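 Material: yeast eIF2B-epsilon R284H mutant carrying GCN4–beta-galactosidase fusion. Medium: YPD yeast growth medium. Incubation: 16 h growth with compound at 30 °C, 90 min Beta-Glo step. Signal: Beta-Glo luminescence plus absorbance at 595 nm. Evaluation: % inhibition of reporter signal and growth versus controls. Doses: 25 µM single dose.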
# Yeast growth tox: Inhibitors of S. cerevisiae growth, toxicity | S. cerevisiae wild-type growth, A595 turbidity, 16 h | growth inhibition, % at 25 µM (by protocol) | 30,000 tested, 0.3% active;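 active means mutant and wild-type yeast strains alike exhibit over 30% growth inhibition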;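 further: 0% = untreated cell controls and 100% = YPD media blanks without cells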
#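 Schedule: 16 h growth with compound, 30 °C. System: yeast, wild-type or eIF2Bepsilon-R284H mutant. Doses: one dose, 25 µM compound[…]. Buffer or medium: YPD. Signal: turbidity measured as absorbance at 595 nm. Read-out basis: growth inhibition (%) versus cell controls and blanks.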
# Yeast growth tox inhibition %: second read-out of Yeast growth tox, no call of its own (marks repeat the call); growth inhibition, %; S. cerevisiae eIF2Bepsilon-R284H mutant growth, A595 turbidity, 16 h;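 each compound tested once at 25 µM; 0% equals untreated cells and 100% equals cell-free medium blanks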
# eIF2B yeast act mutant toxicity: further read-out of eIF2B yeast act, marked with its call; growth inhibition, %; measured here: mutant yeast growth, toxicity;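 each compound tested once at 25 µM; zero equals untreated control growth and 100 equals blank medium absorbance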
# * hit, by the source's call; / = not tested or not shown. An excerpt (hit frequency here may not be typical).
# Codes: A = eIF2B yeast act; B = eIF2B yeast act mutant toxicity; C = Yeast growth tox; D = Yeast growth tox inhibition %
1) COc1cccc(CN2CCN(C(=O)COc3ccc4ccccc4c3)CC2)c1
  A: -1	B: -14	C: -2	D: -14

2) COc1ccc(CN2CCN(c3ccccc3F)CC2)c(OC)c1
  A: 18	B: 45	C: 2	D: 45

3) c1ccc2c(CNC3CCCCCC3)c[nH]c2c1
  A: /	B: /	C: 13	D: 17

4) Nc1c(C(=O)OCc2ccccc2)c2nc3ccccc3nc2n1Cc1cccs1
  A: -19	B: 10	C: 1	D: 10

5) CCOP(=S)(OCC)SCOC(=O)NCC(=O)OC
  A: 10	B: -16	C: 8	D: -16

6) Cc1ccc(-c2nc3ccccc3c(=O)n2-n2cccc2)cc1
  A: -21	B: 9	C: -3	D: 9

7) COc1ccc(-n2c(SC)nc3ccccc3c2=O)cc1
  A: 13	B: -5	C: -13	D: -5

8) CCn1ncc(/C=C2/CC3C4CC=C5CC(O)CCC5(C)C4CCC3(C)C2=O)c1C (stereo not given)
  A: 33	B: /	C: /	D: /

9) CC1=NN(c2ccccc2)C(=O)C1/C=C1\C(=O)NC(=O)N(c2ccc(C)c(C)c2)C1=O (stereo not given)
  A: 39	B: -6	C: -4	D: -6

10) COCc1c(CN)cnc(C)c1N
  A: 6	B: -9	C: 6	D: -9

11) CCCCC1(CCCC)C(=O)NC(=Nc2cccc(C)c2)NC1=O
  A: -44	B: 5	C: 4	D: 5

12) O=C1NCN(c2ccccc2)C12CCNCC2
  A: -9	B: -3	C: 9	D: -3

13) COc1ccccc1N1CCN(Cc2ccc(Cl)cc2Cl)CC1
  A: 23	B: 10	C: 31	D: 10

14) CCCCn1c(O)c(C(C)=NCCN2CCOCC2)c(=O)[nH]c1=O
  A: 33	B: -15	C: -15	D: -15

15) CCOc1ccc(Cc2c(O)[nH]c(=O)[nH]c2=O)cc1
  A: -3	B: -6	C: 4	D: -6

16) CCOC(=O)N1CCN(C(C)C(=O)c2c[nH]c3ccccc23)CC1 (stereo not given)
  A: 19	B: 24	C: 8	D: 24

17) COc1ccc(/C=C2/C(=O)NC(=O)N(C3CCCCC3)C2=O)cc1CSc1ccccn1
  A: /	B: /	C: 4	D: -13

18) Cc1ccc(S(=O)(=O)NCC2CCC(C(=O)N3CCC4(CC3)OCCO4)CC2)cc1 (stereo not given)
  A: 1	B: 3	C: 16	D: 3

19) C=Cn1ccnc1P(=S)(c1nccn1C=C)C1CCCCC1
  A: /	B: /	C: -5	D: 7

20) CCOC(=O)c1ccc(N2C(=O)CC(N3CC=C(c4ccc(F)cc4)CC3)C2=O)cc1 (stereo not given)
  A: 8	B: 27	C: 14	D: 27

21) Cc1nc2nc(C)c(CCC(=O)N3CCC4(CC3)OCCO4)c(C)n2n1
  A: 22	B: 7	C: 16	D: 7

22) CN(Cc1ccccc1)Cc1ccccc1OC(=O)N(C)C
  A: 0	B: 20	C: 28	D: 20

23) CCOP(=O)(OCC)C(NC(=O)C(C)C)C(Cl)(Cl)Cl (stereo not given)
  A: -11	B: -10	C: 10	D: -10

24) CCOP1(=S)Oc2cc3c(cc2C(C(=O)OC)(C(F)(F)F)O1)OCO3 (stereo not given)
  A: 16	B: 12	C: 3	D: 12

25) O=C1NC(=S)NC(=O)C12C(c1ccc(F)cc1)NC(=S)NC2c1ccc(F)cc1 (stereo not given)
  A: 21	B: 19	C: 27	D: 19

26) Cn1c(O)c(C=NC2C(=O)C3(C)CCC2C3(C)C)c(=O)n(C)c1=O (stereo not given)
  A: 19	B: 13	C: 6	D: 13

27) COc1ccc(N=C2SCCCN2C)cc1
  A: 24	B: 15	C: 9	D: 15

28) c1cc2c(cc1CCNC1CCCCCC1)OCO2
  A: -16	B: -6	C: 50	D: -6

29) Cn1c(O)c(C=NCCCC(=O)O)c(=O)n(C)c1=O
  A: 17	B: 8	C: 8	D: 8

30) CN1C(=O)N(C)C(=O)C2(Cc3cc(N)ccc3N3CCN(c4ccccc4F)CC32)C1=O (stereo not given)
  A: 13	B: -8	C: -16	D: -8

31) Cc1ccc2c(c1)CNc1ccccc1O2
  A: 22	B: 16	C: 16	D: 16

32) Cc1ccc(C(=O)Nc2ccc(-n3ccnc3P(=O)(O)c3ccccc3)cc2)cc1
  A: 28	B: 5	C: 3	D: 5

33) COc1cccc(-n2c(O)c(C=NCc3ccc4c(c3)OCO4)c(=O)[nH]c2=O)c1
  A: -15	B: -9	C: /	D: /

34) COc1cccc(Oc2c(C)oc3cc(OC(=O)N(C)C)ccc3c2=O)c1
  A: -20	B: -7	C: 4	D: -7

35) CN(C)c1ccc(N=Cc2c(O)n(CCC3=CCCCC3)c(=O)[nH]c2=O)cc1
  A: 21	B: -12	C: -6	D: -12

36) O=C(Cc1ccccc1)OCCNC(=O)c1cccnc1
  A: 20	B: 16	C: 9	D: 16

37) O=C(CSc1ccccc1)N1CCC2(CC1)OCCO2
  A: 10	B: -8	C: 9	D: -8

38) COC(=O)C1C2c3ccccc3OC1(C)N=c1s/c(=C/c3cnn(C)c3C)c(=O)n12 (stereo not given)
  A: 39	B: 18	C: -6	D: 18

39) COc1ccc(C2SCC(=O)Nc3c2c(=O)[nH]n3C2CCCCCC2)cc1 (stereo not given)
  A: 20	B: /	C: 3	D: 0

40) CCOC(=O)c1c(C)n(Cc2ccco2)c2ccc(O)cc12
  A: -17	B: /	C: 7	D: 0

41) CCCCn1c(O)c(C(CC)=NCCc2ccccc2)c(=O)[nH]c1=O
  A: 26	B: 7	C: -5	D: 7

42) O=C(C1CCN(S(=O)(=O)N2CCOCC2)CC1)N1CCC2(CC1)OCCO2
  A: 3	B: /	C: 6	D: 0

43) Cn1c(=O)n(CC(=O)N2CCC3(CC2)OCCO3)c(=O)c2ccccc21
  A: 46	B: -14	C: 17	D: -14

44) O=c1c2ccccc2nc(CSc2ncnc3nc[nH]c23)n1-c1ccccc1Cl
  A: -57	B: 4	C: 2	D: 4

45) O=c1[nH]c(=O)n(CCc2ccc(F)cc2)c(O)c1C=NCCCn1ccnc1
  A: 14	B: -12	C: 6	D: -12

# Next part (2 carried over from the part before).
# Codes: A = eIF2B yeast act; B = eIF2B yeast act mutant toxicity; C = Yeast growth tox; D = Yeast growth tox inhibition %
44) O=c1c2ccccc2nc(CSc2ncnc3nc[nH]c23)n1-c1ccccc1Cl
  A: -57	B: 4	C: 2	D: 4

45) O=c1[nH]c(=O)n(CCc2ccc(F)cc2)c(O)c1C=NCCCn1ccnc1
  A: 14	B: -12	C: 6	D: -12

46) CCOC(=O)c1c(N)n(CCN2CCOCC2)c2nc3ccccc3nc12
  A: 21	B: 16	C: 29	D: 16

47) CCc1cccc2c(C#N)cn(CC(=O)N3CCOCC3)c12
  A: -5	B: -5	C: -7	D: -5

48) Clc1ccccc1CN1CCN(c2ccccc2)CC1
  A: 23	B: 17	C: 19	D: 17

49) COc1nc(NC(C)C)nc(NC(C)C)n1
  A: /	B: /	C: 3	D: 4

50) CCCNS(=O)(=O)c1ccc(OCC(=O)N2CCN(C)CC2)cc1
  A: -4	B: -29	C: 4	D: -29

51) CC(=O)NC(C)Cc1ccccc1 (stereo not given)
  A: 12	B: 25	C: 9	D: 25

52) CC(=O)c1ccc2c(c1)C1C(Cl)C(Sc3ccccc3[N+](=O)[O-])CC1C(c1ccccc1)N2 (stereo not given)
  A: 5	B: -27	C: 9	D: -27

53) O=C(Oc1c(Cl)cc(Cl)c2ccccc12)N1CCCCC1
  A: 13	B: 14	C: 16	D: 14

54) CCCCn1c(O)c(C(C)=NCC2CCCO2)c(=O)[nH]c1=O (stereo not given)
  A: -4	B: 15	C: -8	D: 15

55) COCCn1c(-c2ccccc2)cc(C(=O)O)c1C
  A: 51*	B: /	C: -7	D: -13

56) C=C1N2CCC(CC2)C1(O)c1ccc(C)c(C)c1 (stereo not given)
  A: 1	B: -26	C: -1	D: -26

57) Cc1nc2c(c(C)nn2-c2ccccc2)c(C)c1CCC(=O)N1CCC2(CC1)OCCO2
  A: 23	B: 2	C: 10	D: 2

58) FC(F)(F)c1ccc2c(c1)N(CCCN1CCN(CCCl)CC1)c1ccccc1S2
  A: /	B: /	C: 12	D: 21

59) CC(C)Sc1nnc([C@@H](N)Cc2c[nH]c3ccccc23)o1
  A: 22	B: 7	C: 5	D: 7

60) Cc1cc(N2CCOCC2)nc2ccc(NC(=O)CCC(=O)N3CCC4(CC3)OCCO4)cc12
  A: 3	B: /	C: -8	D: 0

# Reprinted: entries 52 to 58
# Codes: A = eIF2B yeast act; B = eIF2B yeast act mutant toxicity; C = Yeast growth tox; D = Yeast growth tox inhibition %
52) CC(=O)c1ccc2c(c1)C1C(Cl)C(Sc3ccccc3[N+](=O)[O-])CC1C(c1ccccc1)N2 (stereo not given)
  A: 5	B: -27	C: 9	D: -27

53) O=C(Oc1c(Cl)cc(Cl)c2ccccc12)N1CCCCC1
  A: 13	B: 14	C: 16	D: 14

54) CCCCn1c(O)c(C(C)=NCC2CCCO2)c(=O)[nH]c1=O (stereo not given)
  A: -4	B: 15	C: -8	D: 15

55) COCCn1c(-c2ccccc2)cc(C(=O)O)c1C
  A: 51*	B: /	C: -7	D: -13

56) C=C1N2CCC(CC2)C1(O)c1ccc(C)c(C)c1 (stereo not given)
  A: 1	B: -26	C: -1	D: -26

57) Cc1nc2c(c(C)nn2-c2ccccc2)c(C)c1CCC(=O)N1CCC2(CC1)OCCO2
  A: 23	B: 2	C: 10	D: 2

58) FC(F)(F)c1ccc2c(c1)N(CCCN1CCN(CCCl)CC1)c1ccccc1S2
  A: /	B: /	C: 12	D: 21

# (listing goes on)
# Codes: A = eIF2B yeast act; B = eIF2B yeast act mutant toxicity; C = Yeast growth tox; D = Yeast growth tox inhibition %
61) CC(=Nc1ccc2c(c1)CCC2)c1c(O)n(C)c(=O)n(C)c1=O
  A: -4	B: 15	C: 27	D: 15

62) CCCN1CC(C)C(OC(C)=O)(c2ccccc2)CC1C (stereo not given)
  A: -34	B: -3	C: /	D: /

63) CCCC(=O)c1c(O)[nH]c(=O)[nH]c1=O
  A: 22	B: 10	C: 10	D: 10

64) CCCS(=O)(=O)N1CCC(C(=O)N2CCC3(CC2)OCCO3)CC1
  A: 8	B: -4	C: -6	D: -4

65) COc1ccc(-c2cc(C(F)(F)F)n3nc(C(=O)N4CCC5(CC4)OCCO5)cc3n2)cc1OC
  A: 17	B: 4	C: 0	D: 4
